PfHsp40 yeast: restores yeast growth despite PfHsp40 toxicity; S. cerevisiae expressing PfHsp40, growth rescue, ATP luminescence; growth rescue, % at 12.5 µM; 340,000 tested, 0.68% active; AID 504582; in the data active = growth rescue above about 28%, passing the limit was not always enough; inconclusive = no clear call, values can overlap the other calls;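 also: yeast W303a lacking pdr1 and pdr3 grown in galactose medium; growth measured after three days at 30 °C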
BoNT-F LC inh: blocks Botulinum neurotoxin F light chain protease; Multiplex microsphere protease cleavage assay, flow cytometry; inhibition, % at 10 µM; 360,000 tested, 0.22% active; in the data active = inhibition above about 35%, passing the limit was not always enough; inconclusive = no clear call, values can overlap the other calls; also: plate controls were buffer without enzyme for full effect and enzyme alone for no effect
FadD28 FP inh: blocks FadD28 binding to the bisubstrate probe; fluorescence polarization; inhibition, % at 12.5 µM; 360,000 tested, 0.22% active; in the data active = inhibition above about 8.5%, passing the limit was not always enough; inconclusive = no clear call, values can overlap the other calls
Y pestis TopoI: inhibitors of Yersinia pestis topoisomerase I. Y. pestis Topo-I cleavage product accumulation, plate reader. activity, % at 10 µM. 360,000 tested, 0.064% active. AID 504884; in the data active = activity above about 50%, passing the limit was not always enough; inconclusive = no clear call, values can overlap the other calls; also: inactives centre near 2
CCHFV vOTU inh: CCHFV vOTU protease inhibition; AID 651958; inhibition, % at 11.5 µM; Pep-AMC fluorescence; 370,000 tested, 0.55% active; in the data active = inhibition above about 30%; also: 0% = vehicle wells with enzyme and 100% = no enzyme wells
PrPC TRFRET: reduces human prion protein on the cell surface; P04156; cell surface PrPC, TR-FRET read-out; inhibition, % at 13.8 µM; 370,000 tested, 0.43% active; AID 720596; in the data active = inhibition above about 24%; also: 0% = median of the test wells and 100% = reference compound wells
BoNT-A LC inh2: BoNT A light chain protease inhibition. multiplex microsphere protease substrate cleavage, flow cytometry. AID 588499. inhibition, % at 10 µM. 360,000 tested, 0.17% active; also: plate controls were buffer without enzyme for full effect and enzyme alone for no effect
TcdB inh: inhibitors of Clostridioides difficile toxin B glycohydrolase | inhibition, % at 9.99 µM | TcdB glycohydrolase enzymatic assay, plate reader | 350,000 tested, 0.24% active; in the data active = inhibition above about 10%
Anthrax LF inh2: blocks Bacillus anthracis lethal factor protease. multiplex microsphere protease cleavage assay, LF. inhibition, % at 10 µM. 360,000 tested, 0.12% active; also: plate controls were buffer without enzyme for full effect and enzyme alone for no effect
The depositor's hits bear a star; ? = inconclusive; . = not tested or not shown. Rule as the data show it, unless noted: active = inhibition above about 30%; inconclusive = no clear call, values can overlap the other calls; inactive = below that. Compounds were not picked by outcome; overall some 2.3% were active at least once.

structure	BoNT-F LC inh	PrPC TRFRET	FadD28 FP inh	Y pestis TopoI	PfHsp40 yeast	CCHFV vOTU inh	Anthrax LF inh2	BoNT-A LC inh2	TcdB inh
CCC(C)(C)NC(=O)C(c1ccc(OC)cc1)N(C(=O)CCC(=O)Nc1cc(C)on1)c1ccc(F)cc1 (stereo not drawn)	-4.4	0.8	-0.1	17.0	2.2	0.2	-0.8	11.1	-1.2
N#CC1C(=O)NC(=O)C(C#N)C12CCCC(C(F)(F)F)C2 (stereo not drawn)	-1.4	4.7	0.6	6.1	-0.7	-6.5	-3.9	0.1	0.1
Cc1ccc(NC(=O)C2CCCN(S(=O)(=O)c3cccnc3)C2)cc1C (stereo not drawn)	3.6	-1.6	-0.1	-11.4	-0.4	6.5	-4.1	-1.9	0.4
COc1ccc2nc3c(cc2c1)c(NC(=O)C1CCCO1)nn3CC(C)C (stereo not drawn)	-9.9	-11.8	-1.2	1.0	-0.3	-33.4	-1.1	2.3	.
COc1ccc(Br)c(OC)c1C(=O)NC(=O)Nc1c(F)cccc1F	1.5	5.5	-4.5	-7.4	1.9	-5.9	9.7	-2.1	0.9
Cc1ccc(S(=O)(=O)N2CCN(C(=O)COc3ccc(Br)cc3)CC2)cc1	2.1	0.9	-2.1	25.6	0.4	-20.3	2.1	-1.4	2.3
CC12CCC(=O)N1C(C(=O)Nc1ccc(S(=O)(=O)N3CCCCC3)cc1)CS2 (stereo not drawn)	2.4	-6.7	-4.4	17.2	-1.0	8.3	3.3	-1.9	2.4
CN(CC(=O)Nc1ccccc1Br)C(=O)c1cccn1C	0.4	3.5	-1.2	12.3	-1.4	-9.5	-2.8	-1.9	-1.3
COc1ccc(C2(CCN=Cc3ccc(N(C)C)cc3)CCOC(C)(C)C2)cc1 (stereo not drawn)	5.2	5.1	0.5	6.5	0.7	-4.2	-1.7	-2.2	0.1
CCNC(=S)N(Cc1c(C)noc1C)c1ccccc1	0.0	4.0	-2.5	-7.7	0.2	-0.6	-1.4	-0.2	.
COc1cc([N+](=O)[O-])c2nccnc2c1	-5.6	-11.7	-0.5	4.1	2.2	-0.2	-3.5	-0.6	1.2
Cc1ccc(/C=C/c2onc(C)c2S(=O)(=O)N2CCC(C(=O)NC(C)(C)C)CC2)cc1	-4.5	-6.7	-3.0	-0.5	1.2	-0.9	0.3	-0.3	1.4
COc1ccccc1C(=O)NCCC(=O)NCC1CCCCC1	-3.8	0.3	-1.9	6.9	1.5	-13.9	-9.4	-0.3	0.6
Cc1n(CC(O)COCc2ccccc2)c2ccccc2[n+]1C (stereo not drawn)	-0.7	1.4	-1.3	-1.7	-0.7	8.3	-1.6	-2.0	.
O=C(/C=C(/c1ccc(Cl)cc1)n1cncn1)c1ccccc1	-3.9	-10.2	-4.9	0.3	0.9	16.4	-1.8	-0.6	.
Cc1nnc(SCC(=O)Nc2cc(C(C)(C)C)nn2-c2ccccc2)s1	11.6	-4.4	-0.6	-2.3	-1.5	3.3	3.0	1.7	.
Cc1ccc(C)c(N2CCN(C(=O)c3ccc4nc(N5CCOCC5)sc4c3)CC2)c1	-5.4	3.4	-0.7	32.9	0.4	18.0	-3.9	0.1	-1.1
Cc1cccc(OCc2nc(-c3cccnc3)no2)c1	-2.2	11.7	-0.4	13.6	0.0	-15.2	2.8	0.1	-3.2
CCOc1ccc(-c2csc3ncn(-c4ccc(OC)cc4)c(=O)c23)cc1	2.7	-0.9	-1.5	25.7	1.2	2.6	-0.2	-0.2	5.0
O=C(O)CCN1CC2([N+](=O)[O-])C=CC(=O)C([N+](=O)[O-])(C1)C2CC(=O)c1ccccc1 (stereo not drawn)	-4.3	-11.3	1.7	1.7	-0.4	7.1	-0.3	-0.1	0.5
C/C(=N\O)C(C)(C)Nc1cccc(F)c1	?	9.9	-0.3	2.4	-1.5	2.0	-8.6	-5.6	0.6
COc1cc2cc(C(c3nnnn3C3CCCC3)N3CCc4ccccc43)c(=O)[nH]c2cc1OC (stereo not drawn)	5.1	.	0.1	15.6	-0.1	.	0.0	5.8	1.2
CCCCOCCCNC(=O)Cc1cccs1	-0.9	0.9	-3.9	4.7	5.9	-9.5	0.4	0.1	.
CCCCCSc1cc(OC)c(CCN(C)C)cc1OC	0.0	-15.5	-5.0	-8.9	-0.1	-2.1	-4.6	-0.7	.
COc1cc([N+](=O)[O-])ccc1NC(=O)CSc1ccccn1	1.6	.	0.5	-9.2	-0.7	.	-6.7	-0.1	.
CCc1nc2c(OCCOc3ccc(F)cc3)cccn2c1N(C)C(=O)c1ccc(C)cc1	-5.3	12.8	-7.1	8.9	.	6.7	-4.3	-0.4	1.2
NC(=O)c1ccsc1NC(=O)c1ccc(S(=O)(=O)N2CCCC2)cc1	-7.2	12.9	-2.4	0.4	0.1	-1.5	-7.9	-0.9	-2.0
Cc1ccccc1-c1nc2sc3c(c2c(=O)o1)CCC3	-0.1	3.4	-2.1	5.2	-0.6	-1.7	-2.3	0.0	.
Cc1ccsc1C(=CCCN1CCC[C@@H](C(=O)O)C1)c1sccc1C	-5.4	-4.0	0.4	3.0	-1.6	1.1	2.3	-1.2	0.8
O=C(NS(=O)(=O)Oc1cccc(Cl)c1Cl)OC[C@@H]1CCCN2CCCCC12 (stereo partly drawn)	-2.1	-5.9	-3.9	-1.5	0.6	-4.2	-0.2	-0.1	1.3

Record cards, from the list above. Order of values: BoNT-F LC inh	PrPC TRFRET	FadD28 FP inh	Y pestis TopoI	PfHsp40 yeast	CCHFV vOTU inh	Anthrax LF inh2	BoNT-A LC inh2	TcdB inh
COc1ccc2nc3c(cc2c1)c(NC(=O)C1CCCO1)nn3CC(C)C (stereo not drawn) as listed: -9.9	-11.8	-1.2	1.0	-0.3	-33.4	-1.1	2.3	.
COc1ccccc1C(=O)NCCC(=O)NCC1CCCCC1 as listed: -3.8	0.3	-1.9	6.9	1.5	-13.9	-9.4	-0.3	0.6

Back to the main list, repeating the 2 entries before the break.
structure	BoNT-F LC inh	PrPC TRFRET	FadD28 FP inh	Y pestis TopoI	PfHsp40 yeast	CCHFV vOTU inh	Anthrax LF inh2	BoNT-A LC inh2	TcdB inh
Cc1ccsc1C(=CCCN1CCC[C@@H](C(=O)O)C1)c1sccc1C	-5.4	-4.0	0.4	3.0	-1.6	1.1	2.3	-1.2	0.8
O=C(NS(=O)(=O)Oc1cccc(Cl)c1Cl)OC[C@@H]1CCCN2CCCCC12 (stereo partly drawn)	-2.1	-5.9	-3.9	-1.5	0.6	-4.2	-0.2	-0.1	1.3
Cc1ccc(C)c(NC(=O)C(CC(=O)O)C2CCCO2)c1 (stereo not drawn)	?	5.9	-1.1	1.7	0.1	-14.6	7.5	?	-0.3
CC(=O)Nc1cccc(-c2ccnc3c2CC(C(=O)NCC2CCOCC2)O3)c1 (stereo not drawn)	7.6	4.0	-0.9	-5.1	.	3.1	2.9	-0.2	-1.6
COc1ccc(C2OCC(C)([N+](=O)[O-])CO2)cc1 (stereo not drawn)	-4.6	0.6	-1.2	4.2	-1.1	0.9	-4.5	-0.4	-0.5
Fc1ccc(N2CCN(Cc3cnc(Cl)s3)CC2)cc1	2.1	1.8	0.5	2.8	-0.3	2.4	-1.1	1.3	1.0
CN(C)CCN1C(=O)c2ccccc2C1=O	-3.6	3.9	-2.9	-8.4	-0.6	14.4	-6.4	-0.3	-9.5
O=C(COC(=O)/C=C/c1cccc(Br)c1)NCc1cccs1	6.2	6.0	-1.1	36.6	-1.1	-5.7	-4.8	0.4	-0.3
CC(C)(C)c1ccccc1N=Cc1ccc2ccccc2n1	-17.8	-0.4	1.8	13.2	-0.9	7.7	-5.5	-0.3	.
C=CCCC(=O)N1CCC(n2nccc2NC(=O)c2ccccc2C)CC1	2.0	-3.9	-2.6	-1.1	0.1	5.5	0.2	-2.4	0.3
CC1CCCC(C)N1C(=O)COC(=O)c1c[nH]c2ccccc12 (stereo not drawn)	-1.0	-11.8	-0.2	0.3	-1.6	-3.0	-1.9	0.3	0.0
CCOC(=O)c1c(C)[nH]c(C)c1C(=O)COC(=O)C1CC(=O)N(CCc2ccccc2)C1 (stereo not drawn)	-0.9	-2.3	-1.6	9.7	0.7	3.8	-8.5	-0.5	-0.1
Cc1ccnc(NC(=O)COc2ccccc2[N+](=O)[O-])c1	-7.5	-7.8	-1.2	-7.1	2.2	17.6	-3.6	-1.0	1.2
CCOc1ccc(N2CC(C(=O)NC3CCCC3)CC2=O)cc1 (stereo not drawn)	0.4	-6.3	0.5	0.1	-0.4	8.9	5.3	-4.1	-0.3
O=S(=O)(NC(=NCc1ccccc1)c1ccccc1)c1ccc(Br)cc1	11.3	-2.8	-1.0	36.7	1.1	10.1	-2.1	-0.7	-0.2
O=C(NCc1nnc2n1CCCCC2)c1ccc(Cl)cc1Cl	-2.4	-1.8	-1.0	-0.2	0.8	13.7	-7.5	0.5	.
CCCCCNC(=O)C1c2ccccc2Oc2ccccc21	?	11.2	-4.4	14.5	2.2	-6.4	-3.3	-8.2	1.4
Cc1cc(Cl)ccc1Oc1cccc(C(=O)/C(C#N)=C/N(C)C)c1	-0.6	0.6	-9.6	30.8	0.8	16.6	-1.9	-0.3	.
CCN1C[C@@H]2[C@@H]3C(=O)N(Cc4ccccc4)C(=O)[C@@H]3[C@](C)(C1=O)N2C(=O)c1ccc(Cl)cc1	3.2	0.3	-2.6	-3.0	0.4	2.3	-3.5	0.0	0.8
CC1(C)CC(=O)C2=C(C1)N(Cc1cccnc1)C(=O)C2(NC(=O)c1cccnc1)C(F)(F)F (stereo not drawn)	-0.3	-3.4	-2.7	-8.7	-0.9	-12.2	1.9	0.3	.
Cc1nc2ccccn2c(=O)c1NC(=O)c1cccs1	.	1.2	-0.3	-8.4	0.2	0.5	.	.	1.2
COc1ccc(S(=O)(=O)Nc2ccccc2C(=O)NCc2cccnc2)cc1C	-5.2	2.9	0.4	3.9	3.1	-21.8	-3.0	-1.5	0.1
Cc1cc(C)cc(NCc2cc3c(cc2[N+](=O)[O-])OCO3)c1	-9.3	0.3	-3.3	-4.7	2.8	8.6	-1.6	0.4	.
COc1ccc(/C=N/NC(=O)CC(=O)NC2CCCCC2)cc1	-3.9	-3.3	-0.3	9.0	-0.5	-7.5	1.2	0.2	0.7
CCN1CCn2c3c(c4cc(Br)ccc42)CCCC31 (stereo not drawn)	2.3	-17.0	0.0	17.6	0.6	14.6	1.0	-0.1	.
Cc1ccc(C2CC(c3ccccc3)=NN2C(=O)CSc2nnc(-c3ccncc3)n2C)o1 (stereo not drawn)	-0.9	-5.0	-4.0	5.1	0.0	-7.5	0.4	0.3	0.5
Cc1ccc(Nc2nc(C)c(CCC(C)C)c(=O)[nH]2)cc1	-5.1	0.0	-2.6	-10.5	1.6	-3.3	-2.0	0.8	.
Cc1cccn2c(=O)c(/C=C(\C#N)C(=O)NCc3ccccc3)c(N3CCC(C(N)=O)CC3)nc12	4.1	-5.4	-1.9	4.6	0.8	-12.8	-0.3	0.1	0.4
COc1ccc(C2CC(c3ccccc3)=NN2C(=O)COC(=O)c2cc(S(=O)(=O)N3CCOCC3)ccc2F)cc1 (stereo not drawn)	-1.6	2.6	-3.2	49.5	1.4	-1.6	1.1	-0.3	2.2
Cc1cc(C(=O)N/N=C/c2cccs2)no1	13.7	3.4	1.7	-3.3	0.0	-5.3	-4.5	1.9	-1.0
CS(=O)(=O)c1ccc2nc(NC3(C(F)(F)F)N=C4SCCN4C3=O)sc2c1 (stereo not drawn)	-11.1	-1.1	-1.4	0.4	1.7	1.1	-2.8	-2.3	.
Cc1cc(NC(=O)CCCC(=O)NCc2cccs2)no1	-38.5	-4.0	-4.3	3.0	-1.0	-26.2	-11.3	-3.6	.
COc1ccc(/C=N/NC(=O)c2cccc([N+](=O)[O-])c2)cc1O	-0.9	-7.0	1.7	-5.0	.	9.5	2.2	0.1	0.8
Cn1c(N)c(C(=O)COC(=O)CSc2ccccc2)c(=O)n(C)c1=O	-0.2	6.2	-2.6	-2.4	-0.2	8.3	-1.2	0.8	1.0
COc1ccc(C(C)=O)cc1CON=C1CSCc2ccccc21	1.1	0.2	-2.7	20.4	.	19.8	-4.3	0.3	-0.7
